Assay outcomes (PubChem BioAssay)
CHRM1 antagonist = antagonists of human M1 muscarinic receptor; P11229; inhibition, % at 3 µM; actives 1.3% (n = 360,000); CHO-K1 hM1, Fluo-8 calcium fluorescence, ACh EC80 antagonist;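 active = percent inhibition above its own plate's cutoff, namely the mean of that plate's compound wells plus 3 SD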;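 note: peak over basal fluorescence ratio during 140 s after agonist addition; 0% = ACh EC80 plus DMSO and 100% = DMSO alone without agonist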
CHO-K1 Ca antag = nonselective inhibitor or artifact in parental CHO-K1 cells. ATP-induced calcium, Fluo-8 fluorescence. inhibition, % at 3 µM. actives 0.6% (n = 360,000). AID 602250;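 active = inhibition above a per-plate cutoff, the plate's mean sample inhibition plus 3 SD, cut at about 24% in these data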;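 note: 0% = DMSO plus EC80 ATP and 100% = DMSO alone without ATP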
CHRM4 antagonist = blocks acetylcholine activation of human M4 receptor; P08173; CHO-hM4 cells, ACh EC80, Fluo-8 calcium fluorescence; inhibition, % at 3 µM; actives 0.73% (n = 360,000);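 active = inhibition above its plate's cutoff, the mean inhibition of sample wells plus 3 SD, cut at about 27% in these data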;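 note: 0% = acetylcholine EC80 with DMSO and 100% = DMSO without agonist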
Target sequence (P08173 whole entry, looked up): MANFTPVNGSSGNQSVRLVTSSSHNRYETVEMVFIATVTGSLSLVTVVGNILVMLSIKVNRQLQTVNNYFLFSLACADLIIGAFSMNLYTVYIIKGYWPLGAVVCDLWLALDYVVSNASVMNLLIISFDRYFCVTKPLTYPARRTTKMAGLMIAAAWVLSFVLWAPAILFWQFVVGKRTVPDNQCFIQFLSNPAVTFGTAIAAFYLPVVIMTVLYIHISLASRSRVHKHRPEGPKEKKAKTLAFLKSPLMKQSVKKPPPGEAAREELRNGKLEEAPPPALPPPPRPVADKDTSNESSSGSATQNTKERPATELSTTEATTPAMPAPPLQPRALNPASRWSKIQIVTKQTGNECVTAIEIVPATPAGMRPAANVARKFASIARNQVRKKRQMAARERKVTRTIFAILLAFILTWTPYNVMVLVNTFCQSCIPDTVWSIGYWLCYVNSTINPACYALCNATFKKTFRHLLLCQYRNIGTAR
OXTR potentiate = potentiates the human oxytocin receptor response | actives 0.061% (n = 320,000) | CHO-OTR cells, Fluo-8 calcium fluorescence, potentiator mode; 0% = oxytocin EC15, 100% = EC100 | AID 2445 | P30559 | activation, % at 3 µM;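 active = activation above that plate's cutoff, the mean activation of tested compounds plus 3 SD, cut at about 6.6% in these data, passing the limit was not always enough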;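 note: 100% uses oxytocin at 75 nM as the full agonist control; some results filed as inactive read as strong as hits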
Target sequence (P30559 whole entry, looked up): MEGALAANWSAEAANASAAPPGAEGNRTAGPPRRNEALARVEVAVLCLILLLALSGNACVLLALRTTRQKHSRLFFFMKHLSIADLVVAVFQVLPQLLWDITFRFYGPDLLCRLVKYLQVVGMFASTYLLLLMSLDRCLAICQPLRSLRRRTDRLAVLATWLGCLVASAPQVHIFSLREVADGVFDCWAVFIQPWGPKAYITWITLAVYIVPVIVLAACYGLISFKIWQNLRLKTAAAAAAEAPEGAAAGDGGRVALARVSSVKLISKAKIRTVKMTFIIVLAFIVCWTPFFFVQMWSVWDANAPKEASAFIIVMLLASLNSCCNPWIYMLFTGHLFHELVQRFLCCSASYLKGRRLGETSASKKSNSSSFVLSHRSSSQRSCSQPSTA
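Measured by – Fluo-8 calcium dye fluorescence · Test system – human OTR in CHO cells · Dosing – one concentration, 3.0 µM compound · Controls – EC15 oxytocin alone as 0%, 75 nM oxytocin as 100% · Evaluation – normalized max/min fluorescence ratio, % activation · Timing – 6 min pre-incubation, 100 s read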
CHRM4 agonist = agonists of human muscarinic M4 receptor (CHRM4) | actives 0.14% (n = 360,000) | P08173 | activation, % at 3 µM | CHO-K1 hM4/Gqi5, Fluo-8 calcium fluorescence; vehicle 0%, full acetylcholine response 100%;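 active = activation above the run mean over all test wells plus 3 SD, cut at about 32% in these data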;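 note: peak over basal fluorescence ratio per well then scaled between controls; 0% = DMSO wells and 100% = acetylcholine at EC100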
M1 ag = human M1 muscarinic receptor agonism; actives 0.33% (n = 360,000); activation, % at 3 µM; P11229; AID 588814; CHO-K1 hM1, Fluo-8 calcium fluorescence, agonist mode; 0% DMSO, 100% acetylcholine EC100;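 active = activation above the run's mean compound activation plus 3 SD, cut at about 16% in these data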;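 note: peak over basal fluorescence ratio within a 140 s kinetic read after compound addition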
CHO parental Ca = counter-screen: ATP calcium response change in parental CHO cells; AID 463079; inhibition, % at 5.6 µM; actives 0.63% (n = 330,000); parental CHO-K1, ATP-induced calcium, Fluo-8 fluorescence;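 active = inhibition above that plate's mean sample inhibition plus 3 SD, cut at about 26% in these data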;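 note: 0% = ATP-challenged DMSO wells and 100% = DMSO wells without ATP; some compounds past the cut are filed as inactive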
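Assay system – parental CHO cells · Reagent – ATP stimulus · Detection – intracellular calcium via Fluo-8 no-wash fluorescent dye · Evaluation – percent inhibition of ATP-evoked calcium rise, normalized to controls · Controls – ATP wells versus no-ATP DMSO wells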
CHRM1 PAM = potentiates human M1 receptor response to acetylcholine | P11229 | CHO-K1 hM1, Fluo-8 calcium fluorescence, ACh EC20; 0% = ACh EC20, 100% = maximal ACh | activation, % at 3 µM | actives 0.088% (n = 360,000); in the data active = activation above about 19%, passing the limit was not always enough
CHO-K1 Ca ag = M1 agonist counterscreen hit in parental CHO-K1 cells | actives 0.48% (n = 360,000) | Fluo-8 calcium fluorescence; scaled to maximal ATP response, vehicle zero | activation, % at 3 µM; in the data active = activation above about 15%;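 note: untransfected CHO-K1 host cells lacking M1 receptor as counterscreen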
Numbers without * were called inactive; . = not tested or not shown.

SMILES	CHRM1 antagonist	CHO-K1 Ca antag	CHRM4 antagonist	OXTR potentiate	CHRM4 agonist	M1 ag	CHO parental Ca	CHRM1 PAM	CHO-K1 Ca ag
Cc1ccc(-n2c(SCC(N)=O)nnc2-c2ccco2)cc1	-5	-5	-4	-5	0	-2	-7	6	0.1
COC(=O)/C=C/c1sc2nc(C)cc(C)c2c1N=CN(C)C	3	7	1	.	0	-5	.	4	-0.6
CCCc1nc(NCc2ccncc2)c2nnn(Cc3ccccc3F)c2n1	-16	-5	-2	-16	2	-2	12	-5	1.3
Cc1ccc2c(=O)cc(C(=O)NC3CCS(=O)(=O)C3)oc2c1C (stereo not given)	-18	-9	5	-6	1	-2	-8	10	1.2
COC(=O)c1ccc(Oc2c(F)c(F)nc(N3CCOCC3)c2F)cc1	-1	-11	-14	-8	0	-8	-14	-10	0.9
CCNS(=O)(=O)c1ccc(NC(=O)c2cccnc2)cc1	-9	-2	-5	-1	2	1	3	9	0.2
CCC(C)(C(=O)NC1CCCCC1)N(CC1CCCO1)C(=O)Cc1cccs1 (stereo not given)	-8	-9	-4	-11	1	-5	-12	8	0.1
Cc1ccccc1NC(=O)COC(=O)C1C2CC3OC(=O)C1C3C2 (stereo not given)	-13	-18	-15	-1	1	-4	7	7	0.5
O=C(CSc1ccc(-c2ccccc2)nn1)NC1CCCCC1	5	6	-3	-8	2	-4	-9	3	0.8
COc1cc2c(cc1OC)-c1cc(Nc3ccc(C(=O)O)cc3)nc(=O)n1CC2	-6	-3	0	-2	1	-3	-6	6	0.6
CC(C)(C)[C@H]1C=C(C(=O)N2CCN(Cc3ccccc3)CC2)O[C@@H](OCCCCO)C1	1	-11	8	-3	1	-4	-19	1	1.0
CC1(C(=O)Nc2cnc3ccccc3c2)CCN1CCOc1ccccc1 (stereo not given)	-5	-8	-26	.	9	-6	.	-5	3.2
Cc1ccc(C)c(Cn2nnc3c(=O)[nH]c(C4CCN(S(=O)(=O)c5ccc(S(=O)(=O)NC6CC6)cc5)CC4)nc32)c1	2	-13	12	-9	3	-9	-3	-10	1.3
O=C(CNC(=O)N1CC(=O)Nc2ccccc21)NCc1ccc(F)cc1	-16	-23	-8	.	0	-1	.	10	0.2
CCc1noc(C)c1C(=O)Nc1cc(S(=O)(=O)N2CCOCC2)ccc1N1CCN(CC)CC1	17	16	7	-2	0	-3	-19	-4	-0.1
COCCNC(=O)COc1ccc(C)cc1C	-23	12	2	-1	1	3	-2	14	-0.2
COc1ccc(N2CCN(C(CNS(C)(=O)=O)c3ccco3)CC2)cc1 (stereo not given)	0	8	1	-6	1	-3	-3	6	-0.2
Cc1cc(C)c(C)c(S(=O)(=O)NC(C(=O)NCCc2ccco2)C(C)C)c1C (stereo not given)	-8	-3	-6	-8	1	-1	-26	10	0.3
O=c1[nH]c(/C=C/c2ccccc2[N+](=O)[O-])nc2ccccc12	-8	-4	-9	-8	2	-6	2	1	-0.1
CCc1ccccc1NC(=O)CSc1nc2ccccc2n1CC(=O)N1CCCC1	1	-13	6	-5	2	-1	-11	4	-0.3
O=C(COC(=O)C1CC1)NCc1ccc(Cl)cc1Cl	-6	-13	-1	2	-1	-4	-15	8	0.2
Cc1cc[n+](-c2[nH]c(=O)sc2/C=N/N=C(\[O-])CCn2c3ccccc3c3ccccc32)cc1	-13	-10	-5	-6	1	-4	-14	3	0.6
COc1ccc(NC(=O)C2CC(=O)N(Cc3ccco3)C2)cc1Cl (stereo not given)	-2	-7	1	-2	1	-2	-7	4	0.2
Cc1ccc2nc(/N=C(\N)NC(=O)N3c4ccccc4Sc4ccccc43)nc(C)c2c1	2	3	7	-3	-1	-7	-2	0	-0.3
Cn1c(/C(C#N)=C/Nc2ccccn2)nc2ccccc21	-5	-7	-3	-2	2	-5	-13	9	1.2
C=CCNC(=O)C1=NOC(CNC(=O)c2c(-c3ccccc3Cl)noc2C)C1 (stereo not given)	-8	-14	5	-5	0	-3	-11	6	1.8
CC1(OC(=O)C2CCCC2)C(=O)C=C2C=C(c3ccsc3)N(C3CCCC3)C=C2C1=O (stereo not given)	13	-12	-7	1	1	3	-18	-9	-0.4
CC1CN(CCCOc2ccccc2-c2ccccc2)CC(C)O1 (stereo not given)	20	17	-5	-5	0	-8	-21	-14	0.7
COC(=O)c1[nH]c2cc(OC)ccc2c1NC(=O)CCN1CCN(Cc2ccc3c(c2)OCO3)CC1	5	8	7	.	0	-6	.	-1	0.0
CCN(CC)C(=O)C(=O)N/N=C/c1ccc(Cl)cc1Cl	-3	-4	7	-6	1	-6	-15	5	0.2
COc1ccc(CNc2nc(NCc3ccc(OC)c(OC)c3)n(C(=O)c3cccs3)n2)cc1OC	10	-9	-18	-3	3	-5	6	1	0.7
O=C(CCc1ccc(CCC(=O)c2cccs2)s1)c1cccs1	-12	-2	6	-2	2	-2	17	2	0.5
O=[N+]([O-])c1cc(C=NN2CCCCCC2)ccc1Cl	-17	-20	-1	.	2	-4	.	5	0.9
CCN(C(=O)CCN1C(=O)c2ccccc2C1=O)C1CCCCC1	1	-16	8	-13	2	-2	2	-2	2.3
COc1ccc(NC(=O)c2c(C(F)(F)F)nn(C)c2Cl)cc1	-4	0	-10	-12	2	-7	-1	8	0.4
Cn1ncc2c(Nc3ccc(Cl)cc3)ncnc21	-10	-12	3	-4	2	-1	12	9	2.7
COc1ccc(C(CNC(=O)c2nn(-c3ccccc3)c(=O)c3ccccc23)N2CCOCC2)cc1 (stereo not given)	-8	7	-6	.	2	4	.	16	0.4
Cc1noc(C)c1COc1ccccc1C(=O)NNC(=O)c1ccccc1	3	-10	-4	3	1	-3	-9	-3	0.7
Cc1cc(N(CC(=O)NC2CC2)S(C)(=O)=O)ccc1Br	-16	-3	9	-3	0	-5	8	10	-0.1
Cc1cccc(N2CCN(C(=O)c3c(C)nn(Cc4ccccc4Cl)c3C)CC2)c1C	9	9	4	-18	9	-1	-6	-8	2.0
CCOc1cc(/C=C(/C#N)c2nc3ccccc3[nH]2)ccc1OCc1ccc(C(=O)O)o1	-7	-30	2	-5	2	-4	-3	3	0.3
CC(C)(C)c1cc(C(=O)NN)n(Cc2ccc(F)cc2)n1	29	-4	-5	-16	12	-4	-30	-11	4.8
CC1=CC(C)(C)N(C(=O)CCl)c2ccccc21	-3	3	3	-8	-1	-13	-11	-2	-0.9
COC(=O)c1onc(C(=O)c2ccccc2)c1C(=O)OC	1	-14	1	4	0	-5	0	1	0.5
COc1cccc(CNS(=O)(=O)c2cc(Br)ccc2Br)c1	2	-15	1	.	-2	-5	.	2	0.5
O=C(O)C1Sc2[nH]c(=O)sc2C2c3cc(Br)ccc3OC(=O)C12 (stereo not given)	-18	-12	-4	-7	1	2	6	17	3.8
CCCCC(CC)C(=O)Nc1ccccc1C(=O)NC(C)C (stereo not given)	-8	13	-5	2	4	1	-21	4	0.9
Cc1cccc(NC(=O)c2cccc(OC(=S)N3CCOCC3)c2)c1	-11	-13	1	-10	10	1	-4	17	4.0
CC(C)(C)CN1CCNC(=O)C1CC(=O)N1CCN(c2ccccc2)CC1 (stereo not given)	-19	-8	-6	-2	0	-1	-4	18	0.7
CCCNC1=C(C)C(=O)CC1	20	24*	12	2	0	-3	1	-5	0.1
O=C(CN1C(=O)C2C3C=CC(C3)C2C1=O)OCC(=O)c1ccc(Cl)c([N+](=O)[O-])c1 (stereo not given)	10	7	6	-14	9	-1	-6	-4	2.4
O=C(c1cc(S(=O)(=O)N2CCCCC2)ccc1Cl)N1CCOCC1	-22	-16	3	-5	1	-2	-11	20	0.8
Cc1ccc(Nc2nc(N3CCOCC3)nc(N3CCOCC3)n2)cc1	-10	-18	4	1	1	-8	-16	4	-0.6
COc1ccc(NC(=O)C2Cc3ccccc3CN2C(=O)c2ccccc2)cn1 (stereo not given)	-19	-4	0	-11	4	-2	-11	2	1.6
FC(F)(F)COc1ccc(-c2nnc(SCc3c(Cl)cccc3Cl)o2)cn1	-4	-12	10	1	1	0	-22	-7	0.4
Cc1ccc(-c2nc(CS(=O)CC(=O)NCc3ccc(F)cc3)c(C)o2)cc1 (stereo not given)	-7	3	-11	-3	-1	-5	-7	3	-0.9
COc1ccc(OC)c(-c2cc(C(=O)NCc3ccc(Cl)cc3)no2)c1	-5	-15	-12	-4	1	-3	-12	3	0.4
CCc1ccc(-c2nc(C(N)=O)c3[nH]c(=O)n(-c4ccccc4OC)c3n2)cc1	-5	0	-6	2	1	0	-7	2	0.4
O=C(COC(=O)c1cc[n+]([O-])cc1)NCCc1ccc(Cl)cc1Cl	-4	-7	8	2	0	-3	-9	6	-0.5
COCCCNC(=O)CS(=O)Cc1nc(-c2cccc(OC)c2)oc1C (stereo not given)	-4	15	15	-2	2	1	-13	6	-0.5
Continued:
SMILES	CHRM1 antagonist	CHO-K1 Ca antag	CHRM4 antagonist	OXTR potentiate	CHRM4 agonist	M1 ag	CHO parental Ca	CHRM1 PAM	CHO-K1 Ca ag
Cc1ccsc1C(=O)NN=C1CCCCCC1	-11	-3	-3	-5	0	2	-11	7	-0.5
CC(C)NC(=O)COC(=O)c1ccccc1CSC1=NCCS1	-9	-14	2	-10	1	-4	4	4	2.9
C=CCNC(=O)/C(C#N)=C/c1c(C)nn(-c2ccc(Cl)cc2)c1Cl	-9	-8	5	-9	0	-7	-10	16	1.5
COc1cccc(CN(C)CC(=O)NCc2ccccc2Cl)c1	-6	2	2	-4	0	-11	-23	9	-0.3
Cc1nnc(NC(=O)CSc2nnc(Cc3cccn3C)n2CCc2ccccc2)s1	10	-5	-12	-5	1	-7	-17	-3	0.3
OCCOCCn1c(C2CCCN2c2nc(-c3ccc(F)cc3)cs2)nc2cc(C(F)(F)F)ccc21 (stereo not given)	5	-11	3	8	0	-5	-17	6	0.0
Brc1cccc(C=Nc2cccc3ncccc23)c1	-7	-5	-1	0	1	-2	6	1	0.2
CS(=O)CCC(NS(=O)(=O)c1ccccc1)C(=O)O (stereo not given)	-24	-8	-8	-7	2	-1	7	3	0.3
CSc1ncc(Cl)c(C(=O)Nc2cccnc2)n1	-13	-6	-10	2	2	-4	-1	10	1.4

Five entries drawn at random from those above:
SMILES	CHRM1 antagonist	CHO-K1 Ca antag	CHRM4 antagonist	OXTR potentiate	CHRM4 agonist	M1 ag	CHO parental Ca	CHRM1 PAM	CHO-K1 Ca ag
CSc1ncc(Cl)c(C(=O)Nc2cccnc2)n1	-13	-6	-10	2	2	-4	-1	10	1.4
C=CCNC(=O)/C(C#N)=C/c1c(C)nn(-c2ccc(Cl)cc2)c1Cl	-9	-8	5	-9	0	-7	-10	16	1.5
CS(=O)CCC(NS(=O)(=O)c1ccccc1)C(=O)O (stereo not given)	-24	-8	-8	-7	2	-1	7	3	0.3
Brc1cccc(C=Nc2cccc3ncccc23)c1	-7	-5	-1	0	1	-2	6	1	0.2
OCCOCCn1c(C2CCCN2c2nc(-c3ccc(F)cc3)cs2)nc2cc(C(F)(F)F)ccc21 (stereo not given)	5	-11	3	8	0	-5	-17	6	0.0
